Source: PubChem BioAssay
Diaph inh CS – inhibits diaphorase or chemically oxidizes, flagging diaphorase assay artifacts. diaphorase resazurin-to-resorufin fluorescence, NADH, 16 min; bacterial (C. kluyveri) enzyme, not human. inhibition, % at 20 µM. 0.69% of 190,000 active. AID 1217;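 active = primary screen inhibition at 20 µM above a set limit, cut at about 50% in these data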;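 also: plate controls were DMSO with full reaction for no effect and wells lacking NADH for full effect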
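Detection: fluorescence of resorufin formed from resazurin, Ex 544/Em 590 nm; test system: Clostridium kluyveri diaphorase enzyme; amount: 0.14 U/mL diaphorase, enzyme working solution; times: 16-min room-temperature incubation before reading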
FLuc inh counter – inhibits firefly luciferase, flagging false hits in luciferase inhibition screens | AID 1006 | inhibition, % at 10 µM | P08659 | 1.5% of 200,000 active | ATPLite firefly luciferase biochemical luminescence, 10 min;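 active = inhibition above about 50% when tested at 10 µM, limit read from the data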
G6PDH CS – inhibits Leuconostoc G6PDH, flagging false hits in G6PDH-based assays. Purified L. mesenteroides G6PDH, diaphorase/resazurin coupled fluorescence, 45 min. inhibition, % at 5 µM. 0.12% of 200,000 active; in the data active = inhibition above about 50%
STAT1 activator – STAT1 signaling activation. NIH 3T3 STAT1-luciferase reporter, IFN-gamma, luminescence; 100% = IFN-gamma alone, no compound. activation (% of control), % at 5.5 µM. 2.6% of 200,000 active;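 active = activation above the screen-wide mean activation plus 3 SD, cut at about 130% in these data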;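 also: raw ratio to IFN-gamma control signal so 100% means no change and 0% no light; values of inactives mirror those of a sister screen read the other way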
TLR4-MyD88 BLA – inhibitors of human TLR4-MyD88 binding; 0.18% of 200,000 active; inhibition, % at 8.4 µM; HeLa CL3-4 TLR4/MyD88 BLA complementation, FRET ratio; O00206+Q99836; in the data active = inhibition above about 25%;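 also: 0% = vehicle and 100% = reference inhibitor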
Target sequence (O00206 whole entry, looked up): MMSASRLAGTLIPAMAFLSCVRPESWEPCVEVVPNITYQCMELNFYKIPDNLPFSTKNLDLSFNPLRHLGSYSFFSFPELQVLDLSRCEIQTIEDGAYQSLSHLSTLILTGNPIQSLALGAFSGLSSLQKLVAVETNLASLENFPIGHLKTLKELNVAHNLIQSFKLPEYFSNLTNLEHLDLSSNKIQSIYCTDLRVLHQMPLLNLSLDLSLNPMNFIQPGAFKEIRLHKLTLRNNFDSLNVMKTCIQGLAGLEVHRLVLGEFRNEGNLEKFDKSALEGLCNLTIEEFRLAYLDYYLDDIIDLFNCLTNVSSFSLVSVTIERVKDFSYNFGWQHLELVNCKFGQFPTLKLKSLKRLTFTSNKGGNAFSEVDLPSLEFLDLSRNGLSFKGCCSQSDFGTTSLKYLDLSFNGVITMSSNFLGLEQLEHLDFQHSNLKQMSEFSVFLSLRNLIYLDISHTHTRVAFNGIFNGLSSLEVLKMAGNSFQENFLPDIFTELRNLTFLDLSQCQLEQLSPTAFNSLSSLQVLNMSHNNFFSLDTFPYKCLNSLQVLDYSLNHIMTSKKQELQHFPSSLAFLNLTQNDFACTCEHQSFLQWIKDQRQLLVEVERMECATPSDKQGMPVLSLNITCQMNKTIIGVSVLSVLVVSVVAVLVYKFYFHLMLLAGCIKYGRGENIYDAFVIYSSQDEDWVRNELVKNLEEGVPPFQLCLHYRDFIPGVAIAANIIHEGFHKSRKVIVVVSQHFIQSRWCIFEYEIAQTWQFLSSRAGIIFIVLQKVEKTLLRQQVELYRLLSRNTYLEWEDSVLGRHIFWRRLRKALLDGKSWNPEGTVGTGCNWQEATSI
Target sequence (Q99836 whole entry, looked up): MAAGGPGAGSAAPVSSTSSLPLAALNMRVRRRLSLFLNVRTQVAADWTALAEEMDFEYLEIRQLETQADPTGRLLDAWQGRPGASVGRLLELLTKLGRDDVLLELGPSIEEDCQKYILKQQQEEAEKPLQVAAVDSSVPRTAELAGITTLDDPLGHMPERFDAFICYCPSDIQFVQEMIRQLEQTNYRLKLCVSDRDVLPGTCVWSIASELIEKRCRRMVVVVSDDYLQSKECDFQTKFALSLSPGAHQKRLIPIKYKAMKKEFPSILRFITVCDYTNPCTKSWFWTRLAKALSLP
FLuc stim CS – firefly luciferase counter-screen for stimulation assays; ATPlite luciferase biochemical, luminescence, 10 min; 0 = ATP-free wells, 1 = DMSO control; activation factor at 10 µM; 200,000 tested, under 10 active; P08659;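 active = luciferase activation factor, scaled between plate controls, of at least 2 with compound at 10 µM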
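Assay system: Luciferase/luciferin detection reagent, cell-free biochemical luciferase assay / Also added: ATP substrate / Schedule: 10 min at ambient temperature / Measured by: luminescence measurement of luciferase light output / Benchmarks: low control with PBS replacing ATP, high control enzyme plus ATP without compound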
NF-kB neuron act – raises NF-kB expression in human neuronal cells | NF-kB reporter expression; hits give high values | fold change at 12.5 µM | 1.6% of 190,000 active | AID 1239; in the data active = fold change above about 3.3
Diaphorase act – counter-screen for diaphorase-based assays: diaphorase activators and chemical reducers | 0.005% of 190,000 active | activation factor at 20 µM | AID 1229 | Diaphorase/resazurin coupled assay, resorufin fluorescence, 16 min; hits give high values; 1 = vehicle wells, 0 = NADH-free wells;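 active = diaphorase activity raised at least twofold by the compound at 20 µM; inactive = activation factor below 2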
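Material: purified diaphorase enzyme from Clostridium kluyveri; Also added: 0.114 mM NADH and 0.1 mM resazurin, final amounts; Doses: single compound dose of 20 µM, 1% DMSO final; Times: 16 min enzyme reaction, ambient temperature; Detection: resorufin fluorescence, excitation 544 nm, emission 590 nm; Measure: increased resorufin signal from activators or reducing compounds.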
APP 5UTR inh – APP translation inhibition; inhibition, % at 2 µM; 0.82% of 190,000 active; SH-SY5Y APP 5'UTR-luciferase reporter, luminescence;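 active = inhibition above a set limit, derived from the sample mean plus 3 SD, cut at about 45% in these data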; also: values of inactives mirror those of a sister screen read the other way
APP 5'UTR act – activates APP 5'UTR luciferase reporter | SH-SY5Y APP 5'UTR luciferase reporter, luminescence; zero percent = DMSO vehicle wells | activation, % at 2 µM | 1% of 190,000 active;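 active = activation above a set limit, based on mean plus 3 SD of controls, cut at about 140% in these data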; also: values of inactives mirror those of a sister screen read the other way
* = called active by the depositor; · = not tested or not shown.

SMILES | Diaph inh CS | FLuc inh counter | G6PDH CS | STAT1 activator | TLR4-MyD88 BLA | FLuc stim CS | NF-kB neuron act | Diaphorase act | APP 5UTR inh | APP 5'UTR act
COc1ccccc1-c1nnc(NC(=O)C(C)Sc2nncn2C)s1 (stereo not drawn) | 10 | 32 | 1 | 99 | -12 | 0.7 | 1.1 | 0.9 | 11 | -11
O=C(CSc1ccc(F)cc1)NC(=O)NCc1ccccc1 | 0 | -8 | 14 | 102 | -2 | 1.1 | 1.1 | 1 | -5 | 5
CCN(CC)C(=O)C1CC(=O)N(c2ccc(OC)cc2)C1c1ccc(OC)cc1 (stereo not drawn) | -5 | 7 | 5 | 112 | -6 | 0.9 | 0.71 | 1.1 | -5 | 5
O=C(COc1ccc(S(=O)(=O)N2CCCC2)cc1)NCC1CCCO1 (stereo not drawn) | 7 | -4 | 0 | 94 | 5 | 1 | 1.1 | 0.9 | -17 | 17
O=C(CCC(=O)Nc1cccc2ccccc12)N/N=C/c1ccco1 | 19 | -10 | 1 | 102 | -6 | 1.1 | 1 | 0.8 | -18 | 18
C[C@@H](C(=O)N1CCNCC1)n1cc(CCC(=O)O)nn1 | 9 | -6 | 1 | 94 | -11 | 1.1 | 1.1 | 0.9 | 6 | -6
CCn1nnnc1-c1ccc(OC)c(S(=O)(=O)NCc2ccccc2)c1 | 4 | 2 | 11 | 99 | -5 | 1 | 1.2 | 1 | -8 | 8
O=C(/C=C/c1ccc2c(c1)OCO2)NCc1ccco1 | 14 | 15 | 1 | 103 | 1 | 0.9 | 1.6 | 0.9 | -8 | 8
N/C(=N\OC(=O)COc1ccc(Cl)cc1)c1ccc(Cl)cc1 | 8 | -4 | 10 | 93 | 2 | 1 | 1.1 | 0.9 | -23 | 23
COc1cccc(Cn2c(C3CC3)nc3ccc(NC(=O)c4ccco4)cc3c2=O)c1 | 31 | -4 | -4 | 111 | -9 | 1 | 0.79 | 0.7 | -31 | 31
Cc1ccc(C(=O)N2CCN(c3ccccc3Cl)CC2)cc1[N+](=O)[O-] | 13 | 0 | -6 | 94 | -4 | 1 | 0.98 | 0.9 | 5 | -5
CCCCN(CCCNC(=O)C1CCN(S(=O)(=O)N2CCOCC2)CC1)c1ccccc1 | 18 | -2 | -2 | 86 | 8 | 1 | 0.77 | 0.8 | -2 | 2
CC(C)C(NC(=O)c1ccccc1Cl)C(=O)OCc1nc2scc(-c3ccccc3Cl)c2c(=O)[nH]1 (stereo not drawn) | 4 | -9 | -2 | 105 | 8 | 1.1 | 0.73 | 1 | 4 | -4
O=C(Cc1ccccc1)NC1(Cc2ccc(O)cc2)CCCCC1 | 12 | -2 | 19 | 96 | 4 | 1 | 0.95 | 0.9 | 4 | -4
CCCn1c(=S)[nH]c2cc(C(=O)NCC3CCCO3)ccc2c1=O (stereo not drawn) | 3 | 0 | 5 | 95 | 1 | 1 | 0.91 | 1 | -5 | 5
COc1ccc(/C=N/Nc2cn[nH]c(=O)c2Cl)cc1 | 0 | 4 | -4 | 109 | 1 | 1 | 2 | 1 | -26 | 26
CCN1CCN(CC(=O)c2c[nH]c3ccc(C)cc23)CC1 | 11 | -5 | 1 | 102 | -3 | 1 | 1.4 | 0.9 | 6 | -6
CCCC(=O)Nc1ccc(C(=O)NN=C(C2CC2)C2CC2)cc1 | 7 | -5 | 1 | 89 | -2 | 1 | 1.1 | 0.9 | 6 | -7
Cc1ccc(N2C(=O)N(CC(=O)N3CCCc4ccccc43)C(=O)C2C)cc1 (stereo not drawn) | -3 | 4 | -3 | 102 | -10 | 1 | 0.98 | 1 | 7 | -7
Cc1cc(C)c2cc(CNC3CCCC3)c(Cl)nc2c1 | -9 | -3 | 14 | 106 | -10 | 1 | 1.4 | 1.1 | -23 | 23
Cn1cnnc1-c1cccc(NC(=O)c2cc(F)c(F)cc2Cl)c1 | 10 | -12 | 8 | 102 | -13 | 1.1 | 0.92 | 0.9 | 7 | -7
Cc1ccc(Nc2nc(N3CCOCC3)c3ccccc3n2)cc1 | 22 | 3 | 5 | 96 | -6 | 1 | 0.73 | 0.8 | 9 | -9
COC(=O)c1ccccc1NC(=S)NC(=O)c1ccccc1F | 19 | -8 | 9 | 93 | -6 | 1.1 | 0.91 | 0.8 | -5 | 5
Cc1cccc(C)c1NC(=O)C1(N(Cc2ccco2)C(=O)Cn2nnnc2N)CCCCC1 | 21 | -4 | 6 | 94 | 0 | 1 | 1.3 | 0.8 | 15 | -15
Cc1nn(Cc2ccc(Cl)cc2Cl)c(C)c1NC(=O)c1sc2ccccc2c1Cl | 6 | -2 | 2 | 100 | 9 | 1 | 1.2 | 0.9 | 3 | -3
CCC(C)(C)C1CCC(=NNC(=O)c2ccc(Br)o2)CC1 (stereo not drawn) | 19 | -7 | 7 | 129* | 6 | 1.1 | 1.5 | 0.8 | -30 | 30
CC(C)(C)C(=O)NC(=S)Nc1cc(C(=O)O)ccc1Cl | 10 | 1 | 7 | 105 | -11 | 1 | 1.1 | 0.9 | -2 | 2
Cc1cc(-c2nn3c(-c4ccccc4)nnc3s2)c2ccccc2n1 | 13 | -3 | -51 | 73 | 1 | 1 | 0.43 | 0.9 | 3 | -3
O=C(c1cncc(Br)c1)N1CCN(c2ccc(N3CCOCC3)nn2)CC1 | 15 | -7 | -4 | 98 | 5 | 1.1 | 1.2 | 0.9 | -16 | 16
Cc1ccc(S(=O)(=O)c2cc3c(=O)n4cc(C)ccc4nc3n(CC3CCCO3)c2=N)cc1 (stereo not drawn) | 15 | -2 | 6 | · | · | 1 | · | 0.8 | · | ·
CC(C)(C)NC(=O)c1ccc2c3c(cccc13)CC2 | -2 | -2 | 5 | 101 | 15 | 1 | 0.95 | 1 | -8 | 8
C=CCNC(=O)c1ccc2nccnc2c1 | 9 | -3 | 0 | 102 | 7 | 1 | 1.2 | 0.9 | -9 | 9
CC1(C)CC(=O)C2=C(C1)Nc1ccccc1NC2c1cccs1 (stereo not drawn) | · | -8 | 7 | 102 | 2 | 1.1 | 1.2 | · | -19 | 19
COc1cc(/C=N/NC(=O)C(=O)Nc2ccccn2)ccc1O | 10 | -2 | -21 | 117 | -5 | 1 | 1.4 | 0.9 | 12 | -12
O=C(O)c1cnn2c(-c3ccc(F)cc3)ccnc12 | 8 | -2 | 0 | 107 | 4 | 1 | 0.94 | 0.9 | -5 | 5
CCC(C)(C)NC(=O)C(C)OC(=O)c1nsc(Cl)c1Cl (stereo not drawn) | 11 | -3 | 3 | 93 | 2 | 1 | 1.2 | 0.9 | -2 | 2
O=C(C1CCCN(S(=O)(=O)c2cnc[nH]2)C1)N(CCc1ccccc1)Cc1ccccc1 (stereo not drawn) | 22 | 0 | 11 | 98 | -9 | 1 | 0.94 | 0.8 | -8 | 8
CCOC(=O)c1cc(-c2ccccc2)sc1NC(=S)Nc1cccc(C)n1 | 13 | -2 | -6 | 101 | 2 | 1 | 1.3 | 0.9 | 16 | -16
CNc1nc(SCc2ccccc2Cl)nc2c1CCCC2 | 15 | -1 | -37 | 95 | 2 | 1 | 0.9 | 0.9 | · | ·
COc1ccc(C(=O)NC2CCN(C(=S)NCc3ccco3)CC2)cc1 | 14 | -13 | -10 | 101 | 0 | 1.1 | 1.1 | 0.9 | -15 | 15
COc1ccc(CNC(=O)CCCn2nc(C)c([N+](=O)[O-])c2C)cc1 | 11 | -4 | -3 | 102 | 4 | 1 | 1.1 | 0.9 | -15 | 15
CCS(=O)(=O)N1CCC(C(=O)NCc2ccc(F)cc2)CC1 | 7 | -7 | 6 | 102 | -7 | 1.1 | 1.1 | 0.9 | -2 | 2
Cc1cc(C)cc(N(CC(=O)Nc2ccccc2C(=O)N2CCOCC2)S(C)(=O)=O)c1 | 1 | -6 | -4 | 100 | -1 | 1.1 | 1.2 | 1 | -12 | 12
CCC(C)NC(=O)c1ccc(CSCc2cccc(F)c2)o1 (stereo not drawn) | 12 | -3 | 11 | 101 | -4 | 1 | 0.95 | 0.9 | -8 | 8
O=c1[nH]c2cc3c(cc2cc1C(c1nnnn1Cc1ccccc1)N1CCCc2ccccc21)OCO3 (stereo not drawn) | 7 | 0 | 4 | 105 | 2 | 1 | 0.98 | 0.9 | -2 | 2
Cc1ccc(S(=O)(=O)NC2=NCN(C3CCN(Cc4ccccc4)CC3)CN2)cc1 | 13 | -3 | 5 | 103 | -4 | 1 | 0.88 | 0.9 | 2 | -2
CCCCN=C(C)c1c(O)c2ccccc2oc1=O | 11 | 2 | -1 | 121 | 9 | 1 | 1.9 | 0.9 | -39 | 39
CCO[C@@H]1OC(C(=O)NCc2ccccc2)=C[C@H](c2coc3ccccc3c2=O)[C@H]1CCCO | 7 | -3 | 9 | 106 | 6 | 1 | 1.2 | 0.9 | 24 | -24
CC(CC(=O)Nc1ncc([N+](=O)[O-])s1)c1ccccc1 (stereo not drawn) | 7 | -9 | 3 | 97 | -6 | 1.1 | 0.94 | 0.9 | 6 | -6
Cc1cc(Nc2nn(C)c(N)c2C#N)ccc1F | 10 | -2 | 4 | 98 | -7 | 1 | 1.2 | 0.9 | -27 | 27
O=C(c1ccccc1)c1nc[nH]c1C(=O)Nc1ccccc1 | 22 | -4 | -3 | 103 | 5 | 1 | 1.5 | 0.8 | 11 | -11
O=C(Nc1cccc2nsnc12)C1CC(=O)N(c2ccccc2)C1 (stereo not drawn) | 23 | -3 | 10 | 98 | 8 | 1 | 1 | 0.8 | 11 | -11

Part of the list above in order of number of heavy atoms, ascending:
SMILES | Diaph inh CS | FLuc inh counter | G6PDH CS | STAT1 activator | TLR4-MyD88 BLA | FLuc stim CS | NF-kB neuron act | Diaphorase act | APP 5UTR inh | APP 5'UTR act
CCCCN=C(C)c1c(O)c2ccccc2oc1=O | 11 | 2 | -1 | 121 | 9 | 1 | 1.9 | 0.9 | -39 | 39
CC(CC(=O)Nc1ncc([N+](=O)[O-])s1)c1ccccc1 (stereo not drawn) | 7 | -9 | 3 | 97 | -6 | 1.1 | 0.94 | 0.9 | 6 | -6
CCS(=O)(=O)N1CCC(C(=O)NCc2ccc(F)cc2)CC1 | 7 | -7 | 6 | 102 | -7 | 1.1 | 1.1 | 0.9 | -2 | 2
O=C(Nc1cccc2nsnc12)C1CC(=O)N(c2ccccc2)C1 (stereo not drawn) | 23 | -3 | 10 | 98 | 8 | 1 | 1 | 0.8 | 11 | -11
Cc1ccc(S(=O)(=O)NC2=NCN(C3CCN(Cc4ccccc4)CC3)CN2)cc1 | 13 | -3 | 5 | 103 | -4 | 1 | 0.88 | 0.9 | 2 | -2
Cc1cc(C)cc(N(CC(=O)Nc2ccccc2C(=O)N2CCOCC2)S(C)(=O)=O)c1 | 1 | -6 | -4 | 100 | -1 | 1.1 | 1.2 | 1 | -12 | 12
CCO[C@@H]1OC(C(=O)NCc2ccccc2)=C[C@H](c2coc3ccccc3c2=O)[C@H]1CCCO | 7 | -3 | 9 | 106 | 6 | 1 | 1.2 | 0.9 | 24 | -24
O=c1[nH]c2cc3c(cc2cc1C(c1nnnn1Cc1ccccc1)N1CCCc2ccccc21)OCO3 (stereo not drawn) | 7 | 0 | 4 | 105 | 2 | 1 | 0.98 | 0.9 | -2 | 2
